H1N1 NS1A inhibition – H1N1 influenza NS1A inhibitors, functional cell based assay (AID 504329) | NS1A functional cell-based assay, percent inhibition; higher % means a stronger effect | one-dose inhibition, % at 12.5 µM; IC50 in µM for titrated hits | hit rate 0.3% among 340,000; in the data active = a potency from the dose series; inconclusive = inhibition above about 27% without an active follow-up result; also: strong numbers were not always called active
tuberculosis growth – growth inhibition of non-replicating M. tuberculosis (AID 488890); Mycobacterium tuberculosis non-replicating, growth inhibition; higher % means a stronger effect; hit rate 0.39% among 320,000; one-dose inhibition, % at 25 µM; IC50 in µM for titrated hits; in the data active = a potency from the dose series; inconclusive = inhibition mostly from about 82% at the one dose, without a potency; inactive = the rest, 99 in 100 with inhibition below about 76%;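 also: plate controls were DMSO cells for no effect and high antibiotic wells for full effect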
inhibitors of VEEV – inhibitors of VEEV TC-83 cytopathic effect, confirmation, Vero cells (AID 588727). Vero cells, VEEV TC-83 cytopathic effect inhibition; higher % means a stronger effect. hit rate 0.13% among 350,000. inhibition, % at 20 µM; hits with a dose series show IC50 in µM; in the data active = a potency from the dose series; inconclusive = inhibition mostly from about 14% at the one dose, without a potency; inactive = the rest, 99 in 100 with inhibition below about 12%; also: strong numbers were not always called active
H37Rv inhibition – M. tuberculosis growth inhibition, HTS (AID 449762); M. tuberculosis H37Rv growth inhibition, 7H9 media; higher % means a stronger effect; inhibition, % at 25 µM, or IC50 in µM where a hit was titrated; hit rate 0.59% among 330,000; in the data active = a potency from the dose series; inconclusive = inhibition above about 70% without an active follow-up result;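 also: bacterial growth assessed after seven days of incubation; strong numbers were not always called active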
PhoP GFP inhibition – PhoP regulon inhibitors, Salmonella typhi PhoP promoter GFP reporter, confirmatory (AID 1850); Salmonella Typhi PhoP-promoter GFP reporter, fluorescence, 4 h; higher % means a stronger effect; inhibition, % at 50 µM, or IC50 in µM where a hit was titrated; hit rate 0.33% among 310,000; in the data active = a potency from the dose series; inconclusive = inhibition mostly from about 25% at the one dose, without a potency; inactive = the rest, 99 in 100 with inhibition below about 19%;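 also: 0% = induced wells with vehicle and 100% = uninduced wells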
inhibitors of VEEV 10K pilot screen – second read-out of inhibitors of VEEV, no call of its own (marks repeat the call); inhibition, %; measured here: 10K pilot screen inhibition
The depositor's hits bear a star; i = inactive; u = inconclusive; x = not tested or not shown; & = joins results of further samples.

SMILES | H1N1 NS1A inhibition | tuberculosis growth | inhibitors of VEEV | H37Rv inhibition | PhoP GFP inhibition | others
COc1cc(OC)cc(C(=O)NCC(=O)OCC(=O)C(C)(C)C)c1 | 13% | -4% | 0.9% | 6% | -8%
Cc1ccc(C(=O)Nc2ccccc2C(=O)NC(CC(=O)O)C(=O)O)cc1 (centres undefined) | -1% | 7% | i | 1% | -5%
Cc1ccc(N2C(=O)N(CC(=O)N3c4ccccc4CC3C)C(=O)C2C)cc1 (centres undefined) | -14% | x | 8.6% | x | x
COc1cccc(C(c2c(C)[nH]n(-c3ccccc3)c2=O)c2c(C)[nH]n(-c3ccccc3)c2=O)c1O | 14% | -20% | 1.9% | -3% | 52%
O=C(Nc1cccc2c1CCCC2)c1ccco1 | -10% | 70% | i | 6% | 3%
CCOc1cc(N2CCOCC2)c(OCC)cc1NC(=O)c1ccc(-n2ccnc2)c([N+](=O)[O-])c1 | 2% | 1% | 8.8% | -3% | 8%
Cc1cc(C)nc(NS(=O)(=O)c2ccc(NC(=O)CCC(=O)O)cc2)n1 | -8% | -22% | 0.5% | -1% | 11%
CCC1CCCCN1C(=O)C(=O)c1cn(CC(=O)N(CC)CC)c2ccccc12 (centres undefined) | -12% | 2% | 0.7% | -13% | -4%
Cc1ccc(S(=O)(=O)Oc2ccccc2)cc1 | -8% | x | 3.7% | x | x
O=C(O)CC/C(=N\Nc1ccc(Cl)cc1)c1cccs1 | -7% | 19% | i | 8% | -10%
Cc1cc(OCCN2CCC(Cc3ccccc3)CC2)ccc1[N+](=O)[O-] | 25% | u | i | 16% | 10%
O=C(NCc1ccco1)c1cccs1 | 0% | -4% | i | 7% | -1%
O=C(NCCc1ccc(Cl)cc1)c1cccnc1 | 1% | -6% | 1.4% | 4% | -5%
CC(=O)c1ccc(NC(=O)C(C)N2CCN(C/C=C/c3ccccc3)CC2)cc1 (centres undefined) | 3% | 67% | 0.4% | u | 2%
COC(=O)C1CCCN1C(=O)C12CC3CC(CC(C3)C1)C2 (centres undefined) | -14% | -10% | i | -7% | 2%
CC(C)CN1CCN=C1N(C)C | -4% | -14% | 0.5% | -1% | 2% | inhibitors of VEEV 10K pilot screen=0.0
FC(F)(F)C(Oc1nc(NC2CCCCC2)nc(N2CCOCC2)n1)C(F)(F)F | 6% | 18% | 2.0% | 9% | -7%&-9%
CC(C)(C)C(=O)Nc1nnc(SCC(=O)Nc2ccc3c(c2)OCO3)s1 | -3% | 4% | 1.7% | 8% | -4%
O=C1C2C3C=CC(C3)C2C(=O)N1Cc1ccccc1 (centres undefined) | 14% | 1% | 4.2% | -7% | -12%
CC(C)CNC(=O)CN1C(=O)NC2(CCCc3ccccc32)C1=O (centres undefined) | 8% | 22% | 0.2% | 5% | 10%

Overlap with the part before: 2 compounds; new compounds follow.
SMILES | H1N1 NS1A inhibition | tuberculosis growth | inhibitors of VEEV | H37Rv inhibition | PhoP GFP inhibition | others
O=C1C2C3C=CC(C3)C2C(=O)N1Cc1ccccc1 (centres undefined) | 14% | 1% | 4.2% | -7% | -12%
CC(C)CNC(=O)CN1C(=O)NC2(CCCc3ccccc32)C1=O (centres undefined) | 8% | 22% | 0.2% | 5% | 10%
CCOC(=O)c1c(C)[nH]c(C(=O)CN2CCOCC2)c1C | -1% | -5% | 1.4% | -5% | 1%
Cc1cc(NC(=O)c2cc(CC(C)C)on2)n(-c2ccccc2)n1 | 2% | 56% | 2.3% | 2% | 1%
Cc1nc(C(=O)NNC(=O)c2ccccc2Cl)c(C(F)(F)F)o1 | -21% | 44% | 0.1% | -7% | 4%
CCOC(=O)c1cn(-c2ccc(F)c(F)c2F)c2c(F)c(F)c(F)cc2c1=O | -3% | 8% | 4.5% | 1% | 2%
C=CCNC(=S)N/N=C(\C)c1ccccn1 | 2.5µM* | u | u | 7.1µM* | 2%
NC(=O)c1ccc(NC(=O)COC(=O)C2COc3ccccc3O2)cc1 (centres undefined) | -19% | 26% | 39% | 8% | x
Cc1noc(NS(=O)(=O)c2ccc(NC(=O)COc3ccc(C#N)cc3)cc2)c1C | 2% | 41% | i | -5% | x
O=C(N/C(=C\c1ccco1)C(=O)N1CCCC(CO)C1)c1ccccc1 (centres undefined) | -5% | -9% | 0.8% | -8% | 3%
CCn1nnc(-c2ccc(N)cc2)n1 | 7% | 32% | 0.5% | 92% | -7% | inhibitors of VEEV 10K pilot screen=0.3
Cc1ccc(C(=O)c2ccccc2C(=O)OCC(=O)Nc2cccc([N+](=O)[O-])c2)cc1 | 0% | 31% | 1.1% | 8% | -16%
Cc1cc(NC(=O)CSc2nc(=O)n3cc(Cl)ccc3n2)no1 | -3% | -9% | 1.2% | -2% | -1%
C=CCN1C(=O)N(/C=C/C)c2cccc3cccc1c23 | -4% | 33% | 4.6% | -5% | 3%
CC(=O)Nc1ccc(N2C(=O)CSC2c2cccc(Br)c2)cc1 (centres undefined) | -12% | 4% | i | 0% | 2%
CCCCNC(C(=O)Nc1ccc([N+](=O)[O-])cc1Br)c1ccccc1 (centres undefined) | -5% | -3% | 0.5% | -1% | -5%
COc1ccc(C(=O)NCc2ccncc2)cc1S(=O)(=O)NCc1ccc(Cl)cc1 | -9% | 19% | 3.7% | -11% | x
COc1ccc(CCN2C(=NC(=O)CCC(=O)O)SC3CS(=O)(=O)CC32)cc1 (centres undefined) | -5% | -15% | 0.9% | -4% | -8%
Cc1ccc(C)c(N2CC(C(=O)OCC(=O)Nc3cc(C)on3)CC2=O)c1 (centres undefined) | 0% | -19% | i | 0% | 1%
CCOc1ccc2nc(N3C(=O)/C(=C/c4ccc(Cl)cc4)NC3=S)sc2c1 | -2% | x | i | x | x
Cc1sc2nc(SCC(=O)N(C)Cc3ccccc3)n(-c3ccccc3)c(=O)c2c1C | 4% | -7% | 7.6% | 2% | 7%
Cc1ccccc1Sc1c(C#N)c(-c2ccccc2)nn1C | -1% | 20% | 0.8% | 8% | 2%
COc1ccc2c(c1)c(=O)oc1cc(OCC(=O)NC3CCCCC3)ccc12 | 3% | 61% | i | 9% | 7%
COc1ccc(CC(C(=O)Nc2cc(C)ccc2C)/C(N)=N/O)cc1 (centres undefined) | -7% | 13% | 0.8% | 1% | -4%
CCCN1CCN(CCCNC(=O)C2CCN(c3nnc(-n4cccc4)s3)CC2)CC1 | -2% | 14% | 1.1% | -6% | 0%
Cc1cc(C)c2c(n1)sc1c(=O)[nH]c(SCc3ccccc3)nc12 | 9% | 15% | 2.7% | -6% | -1%
O=S1(=O)C=C(SCCN2CCCC2)c2ccccc21 | -2% | 2% | i | 3% | 11%
Cc1c(N)cccc1Cl | -2% | x | i | x | x
CC(Cc1cccs1)NCc1ccccc1 (centres undefined) | -8% | 9% | 0.5% | -3% | 8%
CC1C/C(=N/NC(=O)c2ccc(CSc3nc4ccccc4[nH]3)cc2)CC(C)(C)C1 (centres undefined) | -4% | 3% | 2.1% | 3% | -2%
C=CCNc1nc(-c2ccc(OC)cc2OC)cs1 | 2% | 18% | i | -3% | -8%
COc1ccc(S(=O)(=O)N2CCCCCC2)cc1C(=O)OC(C)C(N)=O (centres undefined) | 1% | -3% | 1.6% | 2% | 22%
CC(C)(C)NC(=O)CSc1nnc(NC(=O)CCc2ccccc2)s1 | 2% | -6% | i | 23% | -7%
CCc1ccc(CN(C)C(=O)c2cc(COc3ccc(-n4cncn4)cc3)on2)cc1 | 2% | 75% | i | 51% | 18%
Cc1ccc(C(c2sc3nc(C)nn3c2O)N2CCN(c3ccccc3)CC2)cc1 (centres undefined) | 5% | -14% | 2.6% | -4% | 2%
O=C(N/N=C/c1ccc2ncccc2c1)c1ccco1 | -3% | -4% | 0.4% | -3% | -1%
CCc1nnc(SCC(=O)NC2CCCCC2)nc1CC | 2% | 5% | 1.9% | 7% | -5%
CC(=O)Oc1ccc(C(=O)Nc2cccc(C(=O)NC(C)(C)C)c2)cc1 | -7% | 8% | 1.4% | 62% | -9%
Cc1ccccc1N1OC2C(=O)N(c3ccc(F)cc3)C(=O)C2C1c1ccccn1 (centres undefined) | -2% | -7% | i | 2% | -3%
CCN(CC)CCCn1c2c(c(SCC(=O)Nc3nccs3)nc1=O)CCC2 | -8% | -6% | 0.3% | -6% | 1%
COC(=O)c1ccccc1NC(=O)c1sc(=S)n(C)c1N | 19% | 56% | 5.6% | 7% | -9%
CCC(=O)c1ccc(/C=C/c2nc3ccccc3n2C)o1 | -9% | 10% | 4.2% | -8% | -2%
CCOC(=O)N1CCN(C(=O)c2oc3ccc(S(=O)(=O)N(CC)CC)cc3c2C)CC1 | -9% | 0% | i | 10% | -6%
CN(C(=O)c1cccc(COc2ccc(Cl)cc2Cl)c1)c1ccccc1 | -7% | 25% | i | 7% | -1%
COc1cc(C)ccc1OCC(=O)NCC1CCCO1 (centres undefined) | -3% | 2% | 5.0% | -1% | x
COC(=O)CN(c1nc(C)c(Br)c(OC)n1)S(=O)(=O)c1ccc(C)cc1 | 0% | x | 0.7% | -8% | 0%
O=C(CSc1ncnc2ccccc12)NC1CCS(=O)(=O)C1 (centres undefined) | -5% | 2% | 0.0% | 1% | x
O=C(NNC(=O)c1cc2cc(OC(F)(F)F)ccc2[nH]1)c1cccc(C(F)(F)F)c1 | -19% | 6% | 5.4% | 9% | -13%
COC(=O)c1ccc2nc(NC(=O)C(C)(C)C)sc2c1 | -12% | u | 9.4% | 68% | 1%
O=C(Cn1nc(C(F)F)cc1C1CC1)N1CCCC1 | -5% | -9% | i | -7% | 3%
Cc1cccc(NC(=O)CCCc2ccccc2)c1 | -3% | u | i | -6% | -4%
Cc1ccc(Nc2nc(CSc3nnc(-c4ccncc4)n3C)cs2)cc1 | 24% | 44% | i | -8% | -8%

The listing continues.
SMILES | H1N1 NS1A inhibition | tuberculosis growth | inhibitors of VEEV | H37Rv inhibition | PhoP GFP inhibition | others
O=C1OC(Nc2cc(Br)cc3cccnc23)c2ccccc21 (centres undefined) | 11% | 13% | 0.6% | 1% | 1%
Cn1c(CSCc2ccc(F)cc2)n[nH]c1=S | -6% | 13% | 1.2% | -6% | -4%
O=C(NCc1ccccn1)Nc1ccc2c(c1)OCO2 | -4% | 7% | 1.6% | -11% | 0%
CCc1cccc(CC)c1NC(=O)COC(=O)c1cccc(S(=O)(=O)N2CCc3ccccc3C2)c1 | 1% | 24% | 0.9% | -5% | -6%
COc1ccc(-c2nc(SC(C)C(=O)NC3CC3)n[nH]2)cc1 (centres undefined) | -7% | x | 0.9% | x | x
CCCS(=O)(=O)N1CCN(Cc2ccccc2[N+](=O)[O-])CC1 | 15% | -10% | 2.8% | -5% | -1%
Cc1ccc(-n2c(SCC(=O)NCc3ccco3)nc3c(sc4ccccc43)c2=O)cc1 | -5% | 2% | 3.8% | -3% | -4% | inhibitors of VEEV 10K pilot screen=5.5
CCC(C)c1ccc(NC(=O)N2CCOCC2)cc1 (centres undefined) | -7% | 3% | 0.2% | 1% | 4%
COc1ccc(C(=O)OCC(=O)Nc2c(C)n(C)n(-c3ccccc3)c2=O)cc1OC | -13% | -13% | 0.3% | -7% | x
CN(C(=O)CSc1nnc(-c2cccs2)n1C1CC1)C1CCS(=O)(=O)C1 (centres undefined) | -13% | x | 2.0% | x | x

An excerpt from above in order of length of the SMILES, smallest number first:
SMILES | H1N1 NS1A inhibition | tuberculosis growth | inhibitors of VEEV | H37Rv inhibition | PhoP GFP inhibition | others
Cn1c(CSCc2ccc(F)cc2)n[nH]c1=S | -6% | 13% | 1.2% | -6% | -4%
O=C1OC(Nc2cc(Br)cc3cccnc23)c2ccccc21 (centres undefined) | 11% | 13% | 0.6% | 1% | 1%
CCCS(=O)(=O)N1CCN(Cc2ccccc2[N+](=O)[O-])CC1 | 15% | -10% | 2.8% | -5% | -1%
CN(C(=O)CSc1nnc(-c2cccs2)n1C1CC1)C1CCS(=O)(=O)C1 (centres undefined) | -13% | x | 2.0% | x | x
COc1ccc(C(=O)OCC(=O)Nc2c(C)n(C)n(-c3ccccc3)c2=O)cc1OC | -13% | -13% | 0.3% | -7% | x
CCc1cccc(CC)c1NC(=O)COC(=O)c1cccc(S(=O)(=O)N2CCc3ccccc3C2)c1 | 1% | 24% | 0.9% | -5% | -6%

Later entries
SMILES | H1N1 NS1A inhibition | tuberculosis growth | inhibitors of VEEV | H37Rv inhibition | PhoP GFP inhibition | others
O=C(N/N=C/C(Br)=C\c1ccccc1)c1cccs1 | x | 69% | 6.5% | 63% | 5%
O=C(O)c1ccc(CSc2nnnn2-c2ccc(F)cc2)cc1 | -1% | -8% | 0.5% | -13% | -5%
CC1CCCCC12NC(=O)N(CC(=O)Nc1sccc1C(N)=O)C2=O (centres undefined) | -1% | -8% | 0.5% | -4% | x
c1ccc2c(Nc3ccc4c(c3)OCCO4)c3c(nc2c1)CCC3 | 2% | 57% | 0.7% | 70% | 20%

Screening data: PubChem BioAssay, Southern Research Specialized Biocontainment Screening Center
